GSK3 alpha inh = blockers of GSK3A enzyme activity – biochemical, luminescence, cell-free homogeneous, HTS, primary screen | inhibition, % at 10 µM | GSK-3 alpha kinase, ADP-Glo luminescence, 60 min | hit rate 0.1% among 320,000;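 in the data active = inhibition above about 50%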;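 also: GST-tagged GSK-3 alpha with peptide substrate and 25 µM ATP; 0% = DMSO neutral wells and 100% = GW8510 positive control wells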
KCNK9 block = KCNK9 potassium channel inhibitors, primary screen, HEK293 cells, thallium flux. hit rate 1.2% among 310,000. Potassium channel subfamily K member 9 (Homo sapiens), Q9NPC2. AID 488922, 2010. FluxOR thallium flux fluorescence; hits give low values. B-score at 10 µM;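 active = ratio B-score over 3 SD below the library mean, with starting fluorescence within 5 SD of its mean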;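 also: negative B-score means less thallium flux so channel inhibition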
DYRK1A inh = rat Dyrk1A kinase inhibitors, primary screen, biochemical, single point, plate reader | inhibition, % at 12.5 µM | AID 504441, 2011 | Dual specificity tyrosine-phosphorylation-regulated kinase 1A (Rattus norvegicus), Q63470 | ADP-Glo luminescence, NFATc1 peptide | hit rate 0.43% among 310,000; in the data active = inhibition above about 50%;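 also: plate controls were vehicle with enzyme for no effect and no enzyme for full effect; many of its hits are not listed in these tables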
RGS4 act = RGS4 potentiators or activators, primary screen, cell-based, HEK293 M3R inducible RGS4, calcium flux; hit rate 0.92% among 310,000; B-score at 10 µM; AID 463111, 2010; carbachol calcium flux Fluo4; hits give low values;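 active = B-score of the integrated calcium signal more than 4 SD below the library mean, with starting fluorescence not abnormally high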;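 also: negative B-score means reduced calcium response which marks RGS4 activation or potentiation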
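Also added: carbachol at ECmax as muscarinic agonist stimulus; Assay system: HEK293 cells with stable M3R and inducible RGS4; Timing: overnight RGS4 induction, 30 min dye load 37 °C, 20 min compound RT; Measured by: Fluo4-AM (2 µM) calcium-flux fluorescence, kinetic read.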
GSK3beta inhib = human GSK3beta kinase inhibitors, primary screen, biochemical, cell-free homogeneous, HTS; Glycogen synthase kinase-3 beta (Homo sapiens), P49841; GST-GSK3beta kinase, ADP-Glo luminescence, 60 min; hits give low values; activity score (negative = inhibition), % at 10 µM; hit rate 0.038% among 300,000;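 active = more than half of replicate wells score below -50%, meaning over 50% inhibition versus plate controls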;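 also: 0% = median DMSO wells and -100% = median GW8510 positive control wells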
Target sequence (P49841 whole entry, looked up): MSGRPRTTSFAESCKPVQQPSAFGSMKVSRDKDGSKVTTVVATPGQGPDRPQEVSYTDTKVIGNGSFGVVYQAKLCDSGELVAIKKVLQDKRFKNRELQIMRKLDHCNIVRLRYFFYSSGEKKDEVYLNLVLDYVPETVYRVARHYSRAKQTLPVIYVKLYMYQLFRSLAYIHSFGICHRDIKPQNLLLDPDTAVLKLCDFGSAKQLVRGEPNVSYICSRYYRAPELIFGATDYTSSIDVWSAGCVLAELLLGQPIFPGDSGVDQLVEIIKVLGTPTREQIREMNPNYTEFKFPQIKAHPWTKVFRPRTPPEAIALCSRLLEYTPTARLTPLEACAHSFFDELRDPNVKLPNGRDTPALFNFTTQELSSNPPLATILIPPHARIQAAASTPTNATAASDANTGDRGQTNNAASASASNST
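Test system: GST-tagged human GSK3beta kinase, cell-free; evaluation: activity score scaled between in-plate DMSO and GW8510 controls; measured by: ADP-Glo luminescence; incubation: 60 min reaction, RT; benchmarks: DMSO and 20 µM GW8510; reagent: peptide substrate plus 25 µM ATP (final); medium: Tris/MgCl2 kinase buffer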
PolyA inh = polyadenylation inhibitors in yeast reporter cells, primary screen, luminescence, S. cerevisiae; AID 1875, 2009; S. cerevisiae SKY197-pL101 polyadenylation reporter, beta-gal luminescence; efflux-impaired pdr1/pdr3 knockout yeast; score 100 = 6 SD above DMSO; calls only at 12 µM; hit rate 0.02% among 300,000;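 active = lowest replicate activity score at least 50, where 100 means six control SD above control mean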;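 also: yeast exposed to compound for 9 h at 30 °C; higher score means more reporter readthrough which indicates perturbed polyadenylation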
HDAC3 inh = HDAC3 deacetylase inhibitors, primary screen, biochemical, fluorescence, cell-free homogeneous | Histone deacetylase 3 (Homo sapiens), O15379 | recombinant HDAC3, fluorogenic peptide/trypsin coupled | inhibition, % at 8.3 µM | hit rate 0.15% among 320,000; in the data active = inhibition above about 26%, passing the limit was not always enough
KCNK3 block = human KCNK3 channel inhibitors, primary screen, CHO cells, FluxOR thallium flux, B-score. B-score at 10 µM. AID 602410, 2012. hit rate 0.84% among 340,000. FluxOR fluorescence; hits give low values. Potassium channel subfamily K member 3 (Homo sapiens), O14649;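 active = B-score under library mean minus 4 SD, starting fluorescence ratio at most library mean plus 5 SD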;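 also: more negative B-score means stronger inhibition of thallium flux through KCNK3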
hERG rescue = hERG rescue from dofetilide block, primary screen, cell-based, CHO-hERG, FluxOR thallium flux, dofetilide IC70; Voltage-gated inwardly rectifying potassium channel KCNH2 (Homo sapiens), Q12809; dofetilide IC70 present; hit rate 0.51% among 310,000; activation (rescue from dofetilide block), less the hit threshold, % at 10 µM;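 active = activation above the mean of controls blocked by dofetilide plus 5 SD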;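 also: thallium influx through hERG after potassium depolarization seen as dye fluorescence rise; in these data hits start at about 4.7%; inactives centre near -7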
KCNQ1 inh = inhibitors of human KCNQ1 channel, primary screen, cell-based, thallium flux, high-throughput; Potassium voltage-gated channel subfamily KQT member 1 (Homo sapiens), P51787; CHO-K1 KCNQ1, FluxOR thallium flux fluorescence; hits give high values; B-score at 10 µM; hit rate 1.3% among 310,000;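 active = compounds whose thallium flux B-score, printed positive for inhibition, exceeds three library SD while starting fluorescence stays within three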;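 also: channel opened by potassium depolarization with thallium stimulus after 20 min compound exposure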
Target sequence (P51787 whole entry, looked up): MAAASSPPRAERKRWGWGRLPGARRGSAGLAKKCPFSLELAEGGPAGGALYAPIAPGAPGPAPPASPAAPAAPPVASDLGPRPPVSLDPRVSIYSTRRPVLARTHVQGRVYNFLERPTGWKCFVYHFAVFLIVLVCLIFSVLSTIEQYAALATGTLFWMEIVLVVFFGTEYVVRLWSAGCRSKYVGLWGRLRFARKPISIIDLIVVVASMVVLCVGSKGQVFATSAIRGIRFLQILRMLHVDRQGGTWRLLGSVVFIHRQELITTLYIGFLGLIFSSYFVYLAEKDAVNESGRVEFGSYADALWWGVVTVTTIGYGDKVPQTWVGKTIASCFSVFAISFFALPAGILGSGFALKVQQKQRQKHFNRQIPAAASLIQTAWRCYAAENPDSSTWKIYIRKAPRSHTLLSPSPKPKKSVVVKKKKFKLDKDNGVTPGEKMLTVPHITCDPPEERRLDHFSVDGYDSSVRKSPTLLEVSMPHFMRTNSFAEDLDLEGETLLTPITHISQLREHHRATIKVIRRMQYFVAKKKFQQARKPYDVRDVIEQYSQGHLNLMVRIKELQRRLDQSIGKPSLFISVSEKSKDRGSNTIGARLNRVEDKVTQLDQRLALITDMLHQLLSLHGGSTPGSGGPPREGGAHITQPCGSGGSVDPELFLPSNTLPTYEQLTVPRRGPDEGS
KCNQ1 act = potentiators or activators of KCNQ1 channel, primary screen, cell-based, thallium flux, high-throughput; AID 2648, 2010; hit rate 0.35% among 310,000; B-score at 10 µM; CHO-K1 KCNQ1, thallium flux FluxOR fluorescence; hits give high values; Potassium voltage-gated channel subfamily KQT member 1 (Homo sapiens), P51787;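 active = fluorescence ratio B-score, a plate-corrected score, at least three library SD, with initial intensity B-score within 5 SD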
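Schedule – 37 °C overnight plating, 90-min dark dye load, 20-min compound pretreatment · System – stable KCNQ1 CHO-K1 line · Probe or stimulus – thallium- and potassium-containing depolarizing buffer · Measured by – kinetic FluxOR fluorescence, 10 s baseline plus 110 s post-stimulus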
The depositor's hits bear a star; i = inactive; . = not tested or not shown. Some of the compounds tested; rates above refer to the full screens.

entry	Molecule	GSK3 alpha inh	KCNK9 block	DYRK1A inh	RGS4 act	GSK3beta inhib	PolyA inh	HDAC3 inh	KCNK3 block	hERG rescue	KCNQ1 inh	KCNQ1 act
1	CCCn1c(=O)c(C(=O)NCc2ccccc2)c(O)c2ccccc21	-1.5	i	-7.7	i	.	i	-4.4	i	-1.8	i	i
2	Fc1ccccc1-n1cn[nH]c1=S	0.3	i	1.6	i	-2.3	i	5.2	i	-8.9	i	i
3	COc1cccc(C(=O)N2CCN(Cc3ccccn3)CC2)c1OC	-0.9	i	-1.1	i	2.5	i	-4.1	i	2.4	i	i
4	COc1cccc(-c2c(C#N)c(N)nc3c2c(=O)nc2sccn23)c1	0.1	i	.	i	-0.5	i	-1.7	.	-7.7	i	i
5	COc1ccc(C(=O)NCc2nnc(SCCOc3ccccc3)n2C)cc1	-3.1	i	3.3	i	2.7	i	-0.2	i	-20.6	i	i
6	Cc1cccc(C)c1NC1=C(Cl)C(=O)OC1OC(C)C (centres undefined)	1.1	i	-2.4	i	-2.6	i	0.4	i	-5.5	i	i
7	CCOc1cc(CNCCc2ccc(S(N)(=O)=O)cc2)ccc1OCc1ccccc1	2.8	i	-2.0	i	-1.0	i	-6.6	i	-16.8	i	i
8	CC(=O)N1N=C(c2cccc(NS(C)(=O)=O)c2)CC1c1ccc2c(c1)OCO2 (centres undefined)	-3.5	i	-0.7	i	.	i	-4.3	i	-10.1	i	i
9	Cc1[nH]c2ccccc2c1C(=O)C(=O)N1CCN(C)CC1	-3.7	i	-1.3	i	1.4	i	3.6	i	-16.7	i	i
10	COc1ccc(CCNC(=O)CSC2=Nc3ccccc3C3=NC(C(C)C)C(=O)N23)cc1OC (centres undefined)	1.6	i	-3.7	i	0.1	i	.	i	-8.3	i	i

Brought forward from above: 2 entries; new compounds follow.
entry	Molecule	GSK3 alpha inh	KCNK9 block	DYRK1A inh	RGS4 act	GSK3beta inhib	PolyA inh	HDAC3 inh	KCNK3 block	hERG rescue	KCNQ1 inh	KCNQ1 act
9	Cc1[nH]c2ccccc2c1C(=O)C(=O)N1CCN(C)CC1	-3.7	i	-1.3	i	1.4	i	3.6	i	-16.7	i	i
10	COc1ccc(CCNC(=O)CSC2=Nc3ccccc3C3=NC(C(C)C)C(=O)N23)cc1OC (centres undefined)	1.6	i	-3.7	i	0.1	i	.	i	-8.3	i	i
11	O=C(Nc1ccc(NC(=O)c2cccs2)cc1)c1ccccc1	-1.0	i	-10.1	i	0.3	i	-7.0	i	-3.4	i	i
12	CC(=O)Nc1ccc(S(=O)(=O)NCCC(=O)OCCN2C(=O)c3ccccc3C2=O)cc1	3.9	i	0.1	i	1.0	i	-2.1	i	-12.0	i	i
13	O=C(Nc1cccnc1)c1ccc(Br)s1	-0.1	i	9.7	i	5.1	i	-0.2	i	-6.8	i	i
14	CCOc1cc(-c2noc(CCC(=O)NC3CCCCC3)n2)ccc1OC	0.1	i	3.3	i	2.9	i	-0.4	i	-5.2	i	i
15	CCOC(=O)N1CCN(C(=O)CN(Cc2ccccc2)S(=O)(=O)c2ccc(OC)c(Cl)c2)CC1	-2.8	i	-1.3	i	-1.0	i	1.2	i	-11.5	i	i
16	Cc1ccc(C)n1-c1nn(S(=O)(=O)c2cccc(C(F)(F)F)c2)c2cccc(F)c12	-1.9	-13.6*	.	i	1.2	i	2.8	i	0.1	i	i
17	COc1cc(C)ccc1OCCCOc1ccccc1Br	0.3	i	-0.7	i	0.2	i	0.3	i	-4.0	i	i
18	CCN(CC)S(=O)(=O)c1ccc(C(=O)NCc2cccs2)cc1	-2.1	i	.	i	1.4	i	-9.0	i	-6.3	i	i
19	CCC(C)(NC(=O)c1ccc(=O)[nH]c1)C(=O)NC1CCCC1 (centres undefined)	-1.3	i	-1.9	i	3.6	i	3.8	i	-3.4	i	i
20	COc1ccc(NS(=O)(=O)c2ccc3c(c2)NC(=O)C(C)S3)cc1 (centres undefined)	0.3	i	1.2	i	-1.5	i	6.6	i	-8.7	i	i
21	O=C(c1cnn2c(C(F)F)cc(-c3ccccc3)nc12)N1CCc2ccccc21	-2.5	i	-1.0	i	-3.9	i	-0.9	i	-13.3	i	i
22	O=C(Nc1ccc(F)cc1)C1CCN(C(=O)c2ccc([N+](=O)[O-])cc2)CC1	0.8	i	15.7	i	1.6	i	2.4	i	-11.7	i	i
23	CC1CC(=O)N(c2ccc(NCc3ccccc3Cl)c([N+](=O)[O-])c2)C1=O (centres undefined)	4.2	i	-2.4	i	2.2	i	1.8	i	-6.0	i	i
24	N=c1ccccn1CC(O)COc1ccccc1 (centres undefined)	-3.3	i	2.8	i	1.4	i	-4.3	i	-13.2	i	i
25	CCCCNc1nc(CC)c2c(c1C#N)CCCC2	0.9	i	10.2	i	1.0	i	4.0	i	-8.9	i	i
26	CC1=C(C(=O)OC(C)C)[C@@H](c2ccc(C)o2)NC(=O)N1	0.8	i	-6.1	i	0.0	i	8.2	i	1.4	i	i
27	O=C1CC(NC23CC4CC(CC(C4)C2)C3)C(=O)N1c1ccc2c(c1)OCO2 (centres undefined)	-2.6	i	0.5	i	1.8	i	11.6	i	-2.3	i	i
28	COc1ccc(/C=C2/N=C3CCCCCN3C2=O)cc1	17.1	i	1.6	i	-0.5	i	1.3	i	-6.0	i	i
29	O=C1Nc2cc(C(=O)NCC3CCCO3)ccc2S/C1=C/c1ccccc1F (centres undefined)	.	i	-2.9	i	-0.8	i	-10.8	i	-7.0	i	i
30	O=C(NCCc1c[nH]c2ccccc12)OCCSS(=O)(=O)O	-0.5	i	3.8	i	1.5	i	-8.8	i	-4.7	i	i

Look-ups from the list:
For DYRK1A inh, no. 13 is listed with 9.7
For GSK3 alpha inh, no. 6 is listed with 1.1

(listing goes on)
entry	Molecule	GSK3 alpha inh	KCNK9 block	DYRK1A inh	RGS4 act	GSK3beta inhib	PolyA inh	HDAC3 inh	KCNK3 block	hERG rescue	KCNQ1 inh	KCNQ1 act
31	O=C1c2cccc3cccc(c23)C(=O)N1Nc1ccccc1	1.8	i	6.6	i	0.1	i	-0.2	i	-11.6	i	i
32	CCOCCN1CCN(c2c(C)c(C)nc3cc(-c4cc(OC)cc(OC)c4)nn23)CC1	6.1	i	1.9	i	-0.6	i	0.8	i	-8.9	i	i
33	Cc1cccc(N(Cc2cc3ccc(C)cc3[nH]c2=O)S(=O)(=O)c2ccccc2)c1	-0.4	i	-4.1	i	-3.1	i	12.8	i	-9.2	i	i
34	NC(=S)Nc1cccc(Cl)c1	-1.4	i	3.6	i	1.6	i	0.4	i	-8.4	i	i
35	CCCNC(=O)c1ccc(N2CCC3(CC2)CC(c2cccc(Br)c2)=NO3)c(NC(=O)c2cccc(C)c2)c1	-8.2	i	4.3	i	1.3	i	2.5	i	-17.0	i	i
36	CC(=O)Nc1ccc(Cl)c(-c2nc3ncccc3o2)c1	2.5	i	12.4	i	-2.2	i	2.2	i	-13.7	i	i
37	Cc1nc2ccc(NC(=O)C(F)(F)F)cc2o1	-1.2	i	1.7	i	1.5	i	-0.1	i	-8.7	i	i
38	CN(C)CCCN(C(=O)c1ccc(S(=O)(=O)N2CCCCCC2)cc1)c1nc2c(F)cc(F)cc2s1	-1.8	i	5.2	i	2.7	i	0.8	i	-20.0	i	i
39	COc1ccccc1-c1cc(C(F)(F)F)nc(N2CCCCC2)n1	-4.8	i	1.9	i	3.4	i	-1.5	i	-15.7	i	i
40	O=C1c2ccccc2C(=O)N1CCc1nc2ccccc2c(=O)n1CCCn1ccnc1	-0.8	i	2.2	i	0.8	i	1.9	i	-4.9	i	i
41	O=C(OCCN=C1NS(=O)(=O)c2ccccc21)C1CC(=O)N(c2ccc(Cl)cc2)C1 (centres undefined)	-0.5	i	5.9	i	1.6	i	-5.4	i	-5.0	i	i
42	Cc1oc(-c2ccccc2F)nc1CS(=O)(=O)CC(=O)NCCCN1CCc2ccccc2C1	.	i	-1.3	i	-0.5	i	4.7	i	-5.7	i	i
43	O=C(CNS(=O)(=O)c1ccc(Br)s1)N1CCC(N2CCCCC2)CC1	-5.8	i	-2.3	i	2.4	i	2.0	i	-4.5	i	i
44	CC(C)(C)c1cc(-c2nc(N)nc(N)n2)cc(C(C)(C)C)c1	0.5	i	5.6	i	-1.6	i	23.4	i	-3.8	i	i
45	O=c1cc(NCc2ccccc2)c2ccccc2o1	0.4	i	12.3	i	-0.4	i	4.8	i	-15.9	i	i
46	COc1ccc(-c2cc3c(=O)n(CC(=O)NCCCN4CCC(N5CCCCC5)CC4)nc(C)n3n2)cc1	2.1	i	-1.7	i	2.0	i	-0.8	i	-7.0	i	i
47	O=S(=O)(c1ccccc1)N1CCN(C(=S)NCCc2ccccc2)CC1	-1.1	i	-5.6	i	0.3	i	-4.0	i	-9.8	i	i
48	COc1ccc(/C(O)=C2/C(=O)C(=O)N(Cc3ccco3)C2c2cccs2)cc1 (centres undefined)	-3.8	i	1.0	i	0.3	i	10.0	i	-7.8	i	i
49	CCOc1ccc(S(=O)(=O)N2CCN=C2c2ccccc2)c(C)c1C	-1.2	i	-6.9	i	-1.9	i	0.9	i	-10.3	i	i
